FXIIa inh: blocks human coagulation factor XIIa protease activity; hit rate 0.3% among 220,000; P00748; inhibition, % at 5 µM; purified FXIIa, Boc-QGR-AMC fluorogenic substrate, 2 h; in the data active means inhibition above about 40%;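 further: 0% = enzyme with no compound and 100% = blank without enzyme; many of its hits are not listed in these tables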
hK5 inh: blocks human kallikrein 5 protease activity | hit rate 0.59% among 210,000 | inhibition, % at 5 µM | Q9Y337 | recombinant hK5, fluorogenic AMC substrate cleavage | AID 873;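 active means inhibition of 40% or more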;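 further: 0% = enzyme controls without compound and 100% = no-enzyme blanks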
Wee1 stabilizer: human Wee1 degradation inhibition, primary screen; HeLa Luc-Wee1K328M stability, luciferase luminescence; 100% = proteasome inhibitor MG132 effect; P30291; AID 1321; reporter increase, % at 5 µM; hit rate 1.2% among 220,000;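 active means activation above the mean of all tested compounds plus 3 SD, set per screening run, cut at about 8.8% in these data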;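 further: cells exposed to compound for 20 h before luminescence read; 0% = DMSO alone and 100% = MG132 at 30 µM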
Target sequence (P30291 whole entry K328M): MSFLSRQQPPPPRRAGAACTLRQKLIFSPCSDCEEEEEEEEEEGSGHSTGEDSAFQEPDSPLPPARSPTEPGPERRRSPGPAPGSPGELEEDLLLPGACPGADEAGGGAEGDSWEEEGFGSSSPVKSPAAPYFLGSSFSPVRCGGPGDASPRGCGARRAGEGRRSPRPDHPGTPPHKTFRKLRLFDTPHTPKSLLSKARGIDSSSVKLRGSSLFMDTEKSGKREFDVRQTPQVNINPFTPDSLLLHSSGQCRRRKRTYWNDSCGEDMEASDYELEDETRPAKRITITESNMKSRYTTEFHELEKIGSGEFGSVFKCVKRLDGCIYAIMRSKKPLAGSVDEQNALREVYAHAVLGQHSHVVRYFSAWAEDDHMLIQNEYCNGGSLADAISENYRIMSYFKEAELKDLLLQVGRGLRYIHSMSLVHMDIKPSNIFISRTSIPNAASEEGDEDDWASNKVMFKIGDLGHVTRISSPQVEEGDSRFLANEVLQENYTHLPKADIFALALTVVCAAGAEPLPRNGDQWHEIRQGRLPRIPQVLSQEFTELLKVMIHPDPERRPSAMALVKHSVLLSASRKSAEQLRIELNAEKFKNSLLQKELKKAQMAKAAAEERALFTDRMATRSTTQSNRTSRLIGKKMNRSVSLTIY
Runt-SMMHC FRET: blocks binding of human RUNX1 Runt domain to CBFb-SMMHC; Q01196+Q13951; Cerulean-Runt/Venus-CBFb-SMMHC FRET ratio 530/480, 1 h; inhibition, % at 20 µM; hit rate 0.74% among 220,000; AID 1434;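 active means mean inhibition across duplicate retests at 20 µM reaching about 50%, limit read from the data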;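 further: 0% = DMSO wells and 100% = wells with excess untagged CBFb-SMMHC; inhibitors lower the FRET ratio by blocking Runt binding to CBFb-SMMHC; some results filed as inactive read as strong as hits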
FXIa inh 1536: inhibitors of human coagulation factor XIa; purified FXIa, Boc-Glu-Ala-Arg-AMC fluorogenic substrate; inhibition, % at 5 µM; hit rate 0.14% among 220,000; AID 798;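 active means inhibition of at least 40%; inactive means inhibition below 40%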;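 further: fluorescence of freed AMC excited at 355 nm; 0% = enzyme without compound and 100% = no enzyme blank; many of its hits are not listed in these tables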
Runt-CBFb FRET: Runt domain-CBFb interaction inhibition; hit rate 0.46% among 220,000; inhibition, % at 20 µM; Q01196+Q13951; Cerulean-Runt/Venus-CBFb FRET ratio 530/480, 1 h;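 active means inhibition over about 50% at 20 µM in the single-dose screen, limit read from the data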;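 further: 0% = DMSO wells and 100% = excess unlabeled CBFb competitor control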
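Doses: 20 µM compound in 1% DMSO | Material: Cerulean-labeled Runt domain protein | Amount: Each fluorescent fusion protein 100 nM | Schedule: Two 1 h room-temperature incubations shielded from light | Measured by: FRET fluorescence | Evaluation: Loss of energy transfer signal | Controls: Unlabeled CBFb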
thrombin 1536: blocks human thrombin protease activity. P00734. alpha-thrombin, Boc-VPR-AMC fluorogenic substrate cleavage. inhibition, % at 5 µM. hit rate 0.26% among 220,000;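 active means inhibition at or above 40%; inactive means inhibition below 40%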;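 further: 0% = enzyme with no compound and 100% = wells without enzyme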
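Assay system: human alpha-thrombin enzyme. Reagent: Boc-VPR-AMC substrate, 15 µM final. Compound dosing: one concentration per compound, 5 µM, with 0.2% DMSO. Incubation: room-temperature reaction. Technique: AMC fluorescence, 355/460 nm. Measure: % inhibition relative to enzyme controls and enzyme-free blanks.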
14-3-3 Bad PPI: disrupts binding of bovine 14-3-3 zeta to phospho-Bad peptide; P63103; TR-FRET 14-3-3zeta/Dy647-pBad peptide displacement, 1 h; inhibition, % at 21.7 µM; hit rate 0.71% among 220,000; AID 781;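 active means inhibition above about 70%, limit read from the data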;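 further: 0% = full 14-3-3 plus peptide FRET controls and 100% = background without 14-3-3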
Target sequence (P63103 whole entry, looked up): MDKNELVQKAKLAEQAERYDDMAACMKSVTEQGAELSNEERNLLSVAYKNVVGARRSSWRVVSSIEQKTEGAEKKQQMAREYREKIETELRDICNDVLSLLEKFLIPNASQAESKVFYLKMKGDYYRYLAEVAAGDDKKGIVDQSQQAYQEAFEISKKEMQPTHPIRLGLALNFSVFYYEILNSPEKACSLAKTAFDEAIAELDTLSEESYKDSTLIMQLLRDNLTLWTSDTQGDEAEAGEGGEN
Hck-Nef inh: blocks Nef-activated human Hck kinase. AID 463187. hit rate 0.68% among 220,000. inhibition, % at 20 µM. Recombinant Hck-YEEI plus Nef, Z-Lyte FRET kinase assay. P08631;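 active means Hck-Nef kinase inhibition above about 50%, limit read from the data; inactive means inhibition below that limit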;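 further: 0% = DMSO with Hck plus Nef and 100% = Hck alone without Nef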
* marks the source's active call; other numbers are inactive results; nt = not tested or not shown; [ ] = remark or other dose.

Field names – A = FXIIa inh; B = hK5 inh; C = Wee1 stabilizer; D = Runt-SMMHC FRET; E = FXIa inh 1536; F = Runt-CBFb FRET; G = thrombin 1536; H = 14-3-3 Bad PPI; I = Hck-Nef inh
(1) CN(C)S(=O)(=O)N1CCCC(C(=O)c2ccc(-c3ccccc3)cc2)C1 (centres undefined)
  A: -1.4; B: 3.0; C: -0.3; D: -3.5; E: -7.7; F: -1.9; G: 6.9; H: -0.8; I: 8.1

(2) CC(=O)c1cccc(NC(=O)C(OC(=O)c2ccccc2NS(=O)(=O)c2cccs2)c2ccccc2)c1 (centres undefined)
  A: 0.4; B: -13.7; C: 4.9; D: 1.9; E: -4.8; F: -0.6; G: -13.5; H: -3.8[fluorescence artefact?]; I: -6.3

(3) O=C(Nc1ccccc1Cl)c1cccc(NC(=O)C2C3CC4OC(=O)C2C4C3)c1 (centres undefined)
  A: 11.5; B: -2.1; C: -0.4; D: 22.7; E: 3.4; F: 1.8; G: -0.4; H: -16.8[fluorescence artefact?]; I: -1.5

(4) Cc1ccn2cc(CC(=O)O)nc2c1
  A: 11.5; B: nt; C: 3.8; D: 1.2; E: 3.2; F: 2.0; G: -0.6; H: 23.6; I: 11.0

(5) C=CCC(=O)NC(C)c1cnn(-c2ccccc2C)c1C (centres undefined)
  A: 8.5; B: 4.6; C: 0.4; D: 1.3; E: -1.4; F: -1.4; G: -6.3; H: 1.3; I: 23.2

(6) CCC(C)[C@H](NC(=O)NCCCc1ccccc1)C(=O)OC (some centres undefined)
  A: 21.3; B: -12.3; C: -0.3; D: -0.1; E: -3.8; F: -2.6; G: 3.2; H: 3.4[fluorescence artefact?]; I: 0.1

(7) Cc1cc2nnc(SCC(=O)N3CCN(c4ccccc4)CC3)n2c(N)n1
  A: 15.3; B: -8.3; C: -0.8; D: 0.4; E: -0.4; F: nt; G: 1.5; H: -11.8[fluorescence artefact?]; I: 0.3

(8) CN1C(=O)NC2C1N(S(C)(=O)=O)CCN2S(C)(=O)=O (centres undefined)
  A: 7.0; B: -10.1; C: -3.5; D: 1.2; E: 5.8; F: 0.8; G: -2.8; H: 3.8; I: -1.1

(9) CCOc1cc(C2C(C(=O)c3ccc(C)cc3)=C(C(=O)OC)Nc3nnnn32)ccc1O (centres undefined)
  A: 19.0; B: 5.4; C: 1.4; D: -21.8; E: 9.6; F: -2.0; G: 8.2; H: -10.8; I: -2.1

(10) CCCN(Cc1ccccc1)C(=S)Nc1ccc(SC(F)F)cc1
  A: 7.4; B: 2.4; C: 0.1; D: 3.6; E: 1.3; F: 0.2; G: -9.6; H: -11.0; I: 25.8

(11) COc1ccc([N+](=O)[O-])cc1NC(=O)COC(=O)C1CC1
  A: 9.4; B: 5.4; C: -0.1; D: -3.2; E: 0.8; F: -0.9; G: 0.3; H: -7.0; I: 22.4

(12) Cc1ccc(NC(=S)N(CCCN2CCOCC2)Cc2ccco2)cc1C
  A: 8.5; B: 1.2; C: -3.8; D: -4.2; E: 1.4; F: 1.1; G: 1.9; H: -10.5; I: 12.4

(13) COc1ccc(-c2nnc(SCC(=O)N3c4ccccc4Sc4ccccc43)o2)cc1
  A: 13.1; B: -2.6; C: 0.5; D: 6.3; E: 5.4; F: -0.1; G: 4.4; H: -8.1; I: 8.4

(14) C=CCn1c(=O)c2ccccc2n2c(SCC(N)=O)nnc12
  A: 15.9; B: 2.5; C: -0.6; D: -5.5; E: 1.9; F: -2.9; G: 1.2; H: -4.2; I: -0.9

(15) Cc1ncc(CN2CCN(Cc3ccccc3)C(CCO)C2)s1 (centres undefined)
  A: 6.5; B: nt; C: 5.9; D: 2.5; E: -0.6; F: 0.4; G: 2.0; H: -3.0; I: 3.4

An excerpt of these results, with two lines to a compound:
Second line of a record – FXIIa inh	hK5 inh	Wee1 stabilizer	Runt-SMMHC FRET	FXIa inh 1536	Runt-CBFb FRET	thrombin 1536	14-3-3 Bad PPI	Hck-Nef inh
5) C=CCC(=O)NC(C)c1cnn(-c2ccccc2C)c1C (centres undefined)
→ 8.5	4.6	0.4	1.3	-1.4	-1.4	-6.3	1.3	23.2
6) CCC(C)[C@H](NC(=O)NCCCc1ccccc1)C(=O)OC (some centres undefined)
→ 21.3	-12.3	-0.3	-0.1	-3.8	-2.6	3.2	3.4[fluorescence artefact?]	0.1
7) Cc1cc2nnc(SCC(=O)N3CCN(c4ccccc4)CC3)n2c(N)n1
→ 15.3	-8.3	-0.8	0.4	-0.4	nt	1.5	-11.8[fluorescence artefact?]	0.3

New compounds follow
Field names – A = FXIIa inh; B = hK5 inh; C = Wee1 stabilizer; D = Runt-SMMHC FRET; E = FXIa inh 1536; F = Runt-CBFb FRET; G = thrombin 1536; H = 14-3-3 Bad PPI; I = Hck-Nef inh
(16) Cc1ccc(C)c(C(=O)NCc2ccncc2)c1
  A: 7.5; B: -16.5; C: 1.9; D: -4.4; E: -5.2; F: -0.7; G: -7.8; H: -0.3; I: 5.2

(17) CC(C)(C)N1CC(c2nc3ccccc3n2Cc2ccccc2)CC1=O (centres undefined)
  A: 13.6; B: 6.4; C: 3.2; D: 1.5; E: 0.4; F: 0.3; G: 4.0; H: 1.9; I: -26.1

(18) COc1cc(C(=O)N2CCN(c3ccc(C)cc3C)CC2)cc(OC)c1OC
  A: 10.2; B: -3.6; C: 1.4; D: -2.6; E: -0.6; F: -2.0; G: -5.5; H: -7.0; I: -2.1

(19) COCCNC(=O)CC(NS(=O)(=O)c1ccc(NC(C)=O)cc1)C(C)C (centres undefined)
  A: -1.1; B: -20.1; C: 2.4; D: -2.3; E: -4.8; F: 1.2; G: -9.3; H: 9.4[fluorescence artefact?]; I: -0.8

(20) COCCN1CCC(CNCc2cn[nH]c2-c2ccc(C)c(C)c2)C1 (centres undefined)
  A: 9.2; B: nt; C: 0.9; D: -1.6; E: 1.1; F: -2.3; G: -3.3; H: -3.0; I: -3.6

(21) COC(=O)Cn1c2ccccc2c2nc(=O)cc(C)n21
  A: 3.8; B: nt; C: -2.6; D: -0.9; E: -1.8; F: -0.9; G: -4.3; H: -2.6; I: -6.4

(22) COc1ccc(C2c3c(noc3C)CC(C)(O)C2C(C)=O)cc1 (centres undefined)
  A: 4.0; B: 0.1; C: -0.5; D: 0.9; E: 0.6; F: 2.3; G: -7.1; H: 1.2; I: 10.6

(23) c1nc(N2CCOCC2)c2c3c(sc2n1)CCCC3
  A: -2.8; B: 2.0; C: -1.1; D: 1.8; E: -2.8; F: 1.1; G: -7.3; H: 4.3; I: 5.2

(24) COc1cc(/C=C(\C#N)C(=O)NCC2CCCO2)ccc1O (centres undefined)
  A: 7.8; B: -15.4; C: -0.4; D: 29.5; E: 6.7; F: 13.3; G: 0.6; H: -1.8; I: 2.0

(25) COc1cc(CNC(C)(C)CO)ccc1OCC(=O)Nc1ccc(Br)cc1
  A: 8.8; B: 41.7*; C: 0.4; D: 3.0; E: -6.8; F: -2.1; G: 2.8; H: -13.1; I: 0.3

Among those listed so far, these have four or more nitrogen atoms.
Field names – A = FXIIa inh; B = hK5 inh; C = Wee1 stabilizer; D = Runt-SMMHC FRET; E = FXIa inh 1536; F = Runt-CBFb FRET; G = thrombin 1536; H = 14-3-3 Bad PPI; I = Hck-Nef inh
(7) Cc1cc2nnc(SCC(=O)N3CCN(c4ccccc4)CC3)n2c(N)n1
  A: 15.3; B: -8.3; C: -0.8; D: 0.4; E: -0.4; F: nt; G: 1.5; H: -11.8[fluorescence artefact?]; I: 0.3

(8) CN1C(=O)NC2C1N(S(C)(=O)=O)CCN2S(C)(=O)=O (centres undefined)
  A: 7.0; B: -10.1; C: -3.5; D: 1.2; E: 5.8; F: 0.8; G: -2.8; H: 3.8; I: -1.1

(9) CCOc1cc(C2C(C(=O)c3ccc(C)cc3)=C(C(=O)OC)Nc3nnnn32)ccc1O (centres undefined)
  A: 19.0; B: 5.4; C: 1.4; D: -21.8; E: 9.6; F: -2.0; G: 8.2; H: -10.8; I: -2.1

(14) C=CCn1c(=O)c2ccccc2n2c(SCC(N)=O)nnc12
  A: 15.9; B: 2.5; C: -0.6; D: -5.5; E: 1.9; F: -2.9; G: 1.2; H: -4.2; I: -0.9

(20) COCCN1CCC(CNCc2cn[nH]c2-c2ccc(C)c(C)c2)C1 (centres undefined)
  A: 9.2; B: nt; C: 0.9; D: -1.6; E: 1.1; F: -2.3; G: -3.3; H: -3.0; I: -3.6

Bioassay records as filed in PubChem.
